CHX counter – counter-screen for Shiga toxin inhibitors: cycloheximide protein synthesis inhibition. cell reporter, cycloheximide protein synthesis inhibition counterscreen. max response, %. 300,000 compounds, 12% hits. AID 2314; in the data active means max response mostly above about 13%, no sharp cut-off; inactive means mostly below about 14%; further: read at 38.3 µM for the half of the compounds with a filed dose; 0% is about no effect
Pf growth 96h – inhibits malaria parasite growth, 96 h | AID 504834 | 320,000 compounds, 6.9% hits | P. falciparum luciferase reporter growth, 96 h | Potency, µM (series often up to 28.7 µM), without a hit: at the highest dose activity change, negative = inhibition, actives largely listed as inhibitors; further: potency means the concentration at half of the fitted maximal effect; on the % scale 0 is the no-effect control and ±100 the full control effect
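Plates of compound plus infected erythrocytes (2% hematocrit, 0.05% parasitemia final) incubate 96 hours, 37 C, 5% CO2. Detection reagent added; reduced luminescence from the parasites' luciferase reporter flags inhibition.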
Pf growth 48h – P. falciparum growth inhibition at 48 hours (one generation); P. falciparum luciferase growth in erythrocytes, 48 h; Potency, µM (series often up to 28.7 µM), for inactives: top-dose activity change, negative = inhibition, usual class: inhibitors; 310,000 compounds, 5.9% hits; AID 504832; further: potency means the concentration at half of the fitted maximal effect; on the % scale 0 is the no-effect control and ±100 the full control effect
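Read-out is firefly luciferase luminescence from an integrated reporter in P. falciparum, so falling signal marks reduced parasite growth. Infected erythrocytes were at 2% hematocrit and 0.1% parasitemia (final) in Albumax-supplemented RPMI 1640.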
HCV inhibitor – blocks hepatitis C virus; Huh7.5.1 HCVcc-Cre infection, luciferase reporter, 44 h; 340,000 compounds, 3.4% hits; Potency, µM (series often up to 41.8 µM), without a hit: top-dose activity change, negative = inhibition, usual class: inhibitors; AID 651820; further: potency means the concentration at half of the fitted maximal effect; on the % scale 0 is the no-effect control and ±100 the full control effect
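Whole-lifecycle infectious HCVcc-Cre system; cells 1,000/well, compound then virus (~0.5 moi) added 4 h after plating, 44 h culture. Luciferase read 15 sec following 15 min substrate incubation, room temp.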
Shiga toxin inh – Shiga toxin inhibition; Vero cells, Shiga toxin protein synthesis inhibition reporter; inhibition, % at 38.7 µM; 290,000 compounds, 9.2% hits; AID 2315; in the data active means inhibition mostly above about 28%, no sharp cut-off; inactive means mostly below about 43%; further: 0% is about no effect
Giardia FBPA inh – inhibitors of Giardia lamblia fructose-1,6-bisphosphate aldolase; Potency, µM (highest dose often 59.6 µM), for inactives: at the highest dose activity, negative = inhibition, actives largely listed as inhibitors; 290,000 compounds, 0.71% hits; A8B2U2; purified Giardia FBPA; AID 2451; further: potency means the concentration at half of the fitted maximal effect; on the % scale 0 is the no-effect control and ±100 the full control effect; nearly all actives have a fitted effect of over 55% in size
Target sequence (A8B2U2 whole entry, looked up): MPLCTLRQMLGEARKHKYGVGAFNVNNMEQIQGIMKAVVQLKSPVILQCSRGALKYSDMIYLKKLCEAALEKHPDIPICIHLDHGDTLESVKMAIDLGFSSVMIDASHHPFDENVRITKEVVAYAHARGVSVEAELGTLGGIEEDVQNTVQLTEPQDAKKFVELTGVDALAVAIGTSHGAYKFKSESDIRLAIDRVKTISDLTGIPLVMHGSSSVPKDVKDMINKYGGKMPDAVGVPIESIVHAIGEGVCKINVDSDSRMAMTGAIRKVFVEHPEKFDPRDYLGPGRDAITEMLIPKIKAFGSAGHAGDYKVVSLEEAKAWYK
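Giardia FBPA (40 nM reagent) was preincubated 10 min at RT with compound (up to 57.5 uM final), then substrate plus GAPDH/TPI/NAD/arsenate coupling system with diaphorase/resazurin was added; resorufin fluorescence (525/598 nm) was read after 20 min.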
* hit, by the source's call; ? = inconclusive; / = no result given; [ ] = dose if it differs, or a comment. Unless noted, the call rests on the fitted dose curve; in most records, active means well fitted curve in the direction sought with a large enough effect; inconclusive means small, poorly fitted or top-dose-only effect, or another doubt; inactive means no such curve, though single readings can be large; an effect the other way counts as inactive or inconclusive.

SMILES | CHX counter | Pf growth 96h | Pf growth 48h | HCV inhibitor | Shiga toxin inh | Giardia FBPA inh
COc1ccc(N(CC(=O)Nc2cc(C)ccc2C)S(=O)(=O)c2c(C)[nH]c(=O)[nH]c2=O)cc1 | -2 | 7% | 8% | 23% | -3 | /
O=C(NCC1CCN(C(=O)c2c(F)c(F)c(F)c(F)c2F)CC1)c1c(F)c(F)c(F)c(F)c1F | 11 | ? | -8% | / | -16 | /
COc1cccc(C2SCC(=O)N2c2ccc(Br)cc2)c1OC (stereo not drawn) | -3 | 0% | -19% | -5% | -3 | 6%
Oc1c(Cl)cc(Cl)cc1/C=N/c1nc(-c2ccc(Cl)cc2)cs1 | 2 | ? | -29% | -20% | 17 | -3%
O=C(Nc1nnc(CCN2CCCCC2)s1)c1ccccc1Cl | 12 | -5% | 4% | 9% | 15 | 6%
O=C(N/N=C/c1cccnc1)c1ccccc1[N+](=O)[O-] | -2 | 0% | 2% | -1% | -9 | 1%
CCC1CCC(N2CCN(c3ccccc3F)CC2)CC1 (stereo not drawn) | -3 | -6% | 4% | -21% | -5 | ?
CN(C)c1ccc(CC(=O)c2nc3ccccc3s2)cc1 | 67* | 3.3µM* | ? | 8% | 44* | -5%
O=C(Nc1ccc2c(c1)OCO2)O[C@@H]1C[C@H]2CCC(=O)N3CC[C@@H](C1)[C@@H]23 | 3 | ? | ? | 9% | 2 | -13%
COc1ccc(C(=O)C2CCCN(C(=O)Cn3ccc(C)n3)C2)cc1OC (stereo not drawn) | 11 | ? | -15% | 20% | -3 | -1%
O=C(/C=C/c1ccco1)NC(=S)NNC(=O)c1ccco1 | -1 | -22% | -8% | 1% | 15 | ?
Cc1ccc(N=Nc2cc(C)ccc2O)c(C)c1 | 36* | 68%[activator] | 100%[activator] | 7% | 77* | 2%
O=C(CSc1ccc2nnc(-c3ccc(F)cc3)n2n1)N1CCCc2ccccc21 | -4 | 0% | ? | ? | -12 | 17%
N/C(=N\OC(=O)c1cccc([N+](=O)[O-])c1)c1cccnc1 | 26* | 87%[activator] | 84%[activator] | -11% | 23 | 0%
CCOc1cc(/C=N/NC(=O)NN(C)c2ncc(C(F)(F)F)cc2Cl)ccc1O | 3 | 6% | -3% | ? | 22 | -1%
CCN(CC)S(=O)(=O)c1cccc(C(=O)OCC(=O)N2CC(=O)Nc3ccccc32)c1 | -1 | 31%[activator] | 18% | -11% | -18 | 0%
CCc1c(C(C)S(=O)(=O)c2ccc(C)cc2)[nH]c(=O)n1-c1ccc(OC(F)(F)F)cc1 (stereo not drawn) | 15 | ? | / | 4% | 23 | 15%
COCc1ccc(C(=O)N(C)C2CCCN(Cc3ccccc3F)C2)o1 (stereo not drawn) | 3 | 2.9µM* | ? | -30% | -2 | /
CS(=O)(=O)N1CCN(c2ccc(C(=O)NC34CC5CC(CC(C5)C3)C4)cc2[N+](=O)[O-])CC1 | -4 | ? | ? | 14% | -10 | -23%
O=C(C(=O)N1CCN(c2cccc(Cl)c2)CC1)N1CCCCC1 | -2 | 1% | 22% | 20% | -2 | 5%
O=[N+]([O-])c1ccc(N2CCN(c3cccc(Cl)c3)CC2)nc1 | -12 | 5% | 2% | -10% | -16 | 3%
C=CCn1c(O)c(C(CC)=Nc2cccc(C(=O)O)c2)c(=O)[nH]c1=O | 76* | 7% | 39%[activator] | 26% | 76* | -21%
O=C1C2CCCCC2C(=O)N1c1ccc(NC2CCN(Cc3ccccc3)CC2)c([N+](=O)[O-])c1 (stereo not drawn) | -2 | -8% | ? | -9% | -3 | 2%
CCCN1CCN(C2CCCCC2NS(=O)(=O)c2ccc(Cl)cc2)CC1 (stereo not drawn) | -4 | -4% | 7% | 3% | -14 | 3%
O=c1oc2ccccc2c(N2CCCCC2)c1[N+](=O)[O-] | -1 | 33%[activator] | -3% | 11% | 11 | 4%
CSc1ccccc1NC(=O)C1=CC(c2cccs2)=NS(=O)(=O)N1C | 4 | 3% | ? | 12% | 15* | -10%
CCOC(=O)C1CCN(C(=O)Nc2cccc(Cl)c2)CC1 | 7 | 26% | 17% | -5% | 23 | -1%
Cc1cc(C)c2nc(SCC(=O)N(C)C3CCS(=O)(=O)C3)cc(C)c2c1 (stereo not drawn) | -1 | ? | ? | ? | 7 | 5%
CCS(=O)(=O)N1CCN(c2ccc(C(=O)NC34CC5CC(CC(C5)C3)C4)cc2[N+](=O)[O-])CC1 | -2 | 5.9µM* | 5.9µM* | 33%[activator] | -3 | -26%
COc1ccccc1C1(CC(=O)N2CCCCC2)CCOC(C(C)C)C1 (stereo not drawn) | -5 | 15µM* | / | 16% | -7 | 0%
Cc1cc(Oc2ccccc2)nc(NCc2ccccc2)n1 | 1 | 0% | 0% | ? | 13 | 4%
CCOC(=O)c1ccc(NC(=O)CN(c2ccc(C)cc2)S(=O)(=O)c2c(C)n[nH]c2C)cc1 | -3 | 8% | 13µM* | ? | 9 | 9%
O=C(Nc1nc(-c2ccc(S(=O)(=O)N3CCCCCC3)cc2)cs1)c1cccs1 | -1 | 43%[activator] | ? | ? | 16 | -8%
CCCn1c(CCc2ccccc2)nnc1SCC(=O)N1CCCC1 | -3 | / | 20% | 16% | -7 | 4%
COCc1cc(CN2CCCC2)c(O)c2ncccc12 | 18 | ? | 2.9µM* | 2.8µM* | -10 | ?
Nc1ccc(C(=O)OCC(=O)N2c3ccccc3Sc3ccccc32)cc1[N+](=O)[O-] | -5 | ? | 1% | ? | -9 | 2%
Cn1nnnc1SCC(=O)NCc1ccccc1 | 0 | 9% | 41%[activator] | 16% | 1 | -3%
N/C(=N\OC(=O)CCCc1ccccc1)c1cccc([N+](=O)[O-])c1 | 7 | -14% | 10% | 23% | -5 | 0%
Cc1ccc(C)c(NS(=O)(=O)c2ccc(-c3cnc(C4CC4)o3)cc2)c1 | -8 | ? | ? | ? | -2 | /
CCOc1ccc(OCC)c(NC(=O)C2CCN(S(=O)(=O)c3c(C)noc3C)CC2)c1 | -2 | -13% | / | ? | -6 | -1%
Cc1cc(C)cc(-n2cccc2/C=C2/C(=N)N3C(=NC2=O)SN=C3S(C)(=O)=O)c1 | -2 | ? | ? | 12% | -14 | 26%
COc1cc(C(=S)N2CCC(C)CC2)ccc1O | 4 | -4% | -14% | 2% | 19 | -9%
CC1CC(CC(C)C(=O)NC(=S)Nc2ccc(S(N)(=O)=O)cc2)C(=O)O1 (stereo not drawn) | 0 | ? | 2% | 4% | -3 | -5%
O=C(CC(=O)NCc1ccc(Cl)cc1)NCc1ccc(Cl)cc1 | -1 | 15% | 8% | -2% | -6 | 3%
CCCn1c(SCC(=O)Nc2nnc(C(C)C)s2)nc2c1c(=O)n(C)c(=O)n2C | -7 | -20% | 22% | ? | -10 | 1%

Random excerpt: 3 compounds from above
SMILES | CHX counter | Pf growth 96h | Pf growth 48h | HCV inhibitor | Shiga toxin inh | Giardia FBPA inh
N/C(=N\OC(=O)CCCc1ccccc1)c1cccc([N+](=O)[O-])c1 | 7 | -14% | 10% | 23% | -5 | 0%
Nc1ccc(C(=O)OCC(=O)N2c3ccccc3Sc3ccccc32)cc1[N+](=O)[O-] | -5 | ? | 1% | ? | -9 | 2%
Cc1cc(Oc2ccccc2)nc(NCc2ccccc2)n1 | 1 | 0% | 0% | ? | 13 | 4%

In another format: results already given.
| SMILES | CHX counter | Pf growth 96h | Pf growth 48h | HCV inhibitor | Shiga toxin inh | Giardia FBPA inh |
| --- | --- | --- | --- | --- | --- | --- |
| O=C(Nc1nc(-c2ccc(S(=O)(=O)N3CCCCCC3)cc2)cs1)c1cccs1 | -1 | 43%[activator] | ? | ? | 16 | -8% |
| COc1cc(C(=S)N2CCC(C)CC2)ccc1O | 4 | -4% | -14% | 2% | 19 | -9% |
| CCCn1c(SCC(=O)Nc2nnc(C(C)C)s2)nc2c1c(=O)n(C)c(=O)n2C | -7 | -20% | 22% | ? | -10 | 1% |
| Cc1cc(C)cc(-n2cccc2/C=C2/C(=N)N3C(=NC2=O)SN=C3S(C)(=O)=O)c1 | -2 | ? | ? | 12% | -14 | 26% |

(further entries)
SMILES | CHX counter | Pf growth 96h | Pf growth 48h | HCV inhibitor | Shiga toxin inh | Giardia FBPA inh
CCc1cccc(NC(=O)COC(=O)c2cc([N+](=O)[O-])ccc2N2CCOCC2)c1 | / | 8% | ? | 10µM* | / | /
Cc1noc(/C=C/N(C)C)c1S(=O)(=O)N1CCCC(C(=O)NCc2ccc(F)cc2)C1 (stereo not drawn) | -1 | ? | / | / | -13 | 0%
CCc1ccccc1NC(=S)N(CCN(C)C)C(C)c1ccco1 (stereo not drawn) | 4 | -19% | -12% | 6% | -11 | 2%
COc1cccc(CNC(=O)c2ccccc2NC(=O)C2=C(C)OCCS2)c1 | -6 | 17% | ? | -13% | 3 | /
O=S(=O)(N/N=C/c1c(F)cccc1Cl)c1ccccc1 | 3 | 57%[activator] | 20% | 28% | -20 | -1%
CN(C)c1ccc(N2C(=O)CC(Sc3ccccc3C(=O)O)C2=O)cc1 (stereo not drawn) | -1 | 41%[activator] | 10% | 5% | -3 | 7%
COc1ccc(CCNC(=O)C(C(=O)c2ccccc2)n2ccccc2=O)cc1OC (stereo not drawn) | -2 | 2% | 5% | 27% | -2 | -15%
CC(C(=O)NCCc1ccc(S(N)(=O)=O)cc1)N1C(=O)CC(C)(C)Sc2ccccc21 (stereo not drawn) | -1 | 8% | -7% | 2% | -10 | 0%
Fc1ccccc1-c1nc(NC2CCCC2)c2ccccc2n1 | -3 | -15% | -8%[0.00184 µM] | ? | -2 | 2%
CCCCc1ccc(-c2ccc(Br)cc2O)nc1 | 49* | 297%[activator] | / | -10% | 86* | 8%
CCC(c1ccccc1)c1nnc(NC(=O)c2ccco2)s1 (stereo not drawn) | 1 | 22% | 18% | 10% | 6 | 1%
O=C(N/N=C/c1ccc(OC(=O)c2ccccc2)cc1)c1ccc(CN2CCOCC2)cc1 | 3 | 324%[activator] | -1% | 2% | -4 | 2%
Cc1ccccc1C(=O)c1c[nH]c(C(=O)N2CCN(c3ccccc3F)CC2)c1 | 3 | ? | ? | ? | -2 | -5%
COc1ccc2c(C)cc(=S)[nH]c2c1 | -4 | ? | -19% | 0% | 2 | -5%
CCOC(=O)C1=C(c2ccccc2)N=C2SCC(=O)N2C1c1ccc(OCC)c(OCC)c1 (stereo not drawn) | -3 | / | -19% | 17% | -8 | 2%
CS(=O)(=O)N(CC(=O)N1CCN(c2ccccc2F)CC1)c1cccc(C(F)(F)F)c1 | -2 | / | 0% | ? | 9 | 7%
O=C(COc1ccccc1F)c1ccc(O)cc1O | 11 | -8% | 36%[activator] | 21% | -4 | 11%
C/C(=N\NC(=O)c1cc(C)[nH]n1)c1ccc(-c2ccccc2)cc1 | 9 | ? | ? | -7% | 55* | 8%
Cc1oc(-c2ccc(Cl)cc2)nc1CN1CCC(C(=O)NCC2CCCO2)CC1 (stereo not drawn) | -2 | ? | 19% | -19% | -3 | 2%
O=C(Nc1ccc(S(=O)(=O)Nc2ncccn2)cc1)c1ccc(Br)s1 | -7 | / | 12% | 12% | 32 | 4%
CCOC(=O)c1cnc2ccc(C(=O)OC)cc2c1NCCN1CCOCC1 | -2 | ? | 9% | -21% | -14 | -16%
Cc1ccc(OCC(=O)NC(=S)Nc2ccccn2)c(Br)c1 | 28* | 195%[activator] | 133%[activator] | 18% | 83* | /
C=CCn1c(CCC(O)CCCCC)n[nH]c1=S (stereo not drawn) | -5 | 56%[activator] | 2% | 10% | -3 | -24%
CCOC(=O)/C(=C/c1c(C)n(C)c2ccc([N+](=O)[O-])cc12)C(C)=O | 1 | 1% | 33%[activator] | ? | 7 | -26%
O=C(NCCc1ccccc1)NC1CCCCC1 | 39* | 2% | 170%[activator] | -7% | 52* | 0%
Cc1nc2ccccc2c(=O)n1NC(=O)c1c(F)cccc1F | 0 | 32%[activator] | 0% | 2% | -4 | 0%
CCOc1ccccc1NC(=O)CSc1n[nH]c(N)n1 | -3 | ? | 7% | 8% | -9 | /
